# From PubChem
# Kir21 inh: inhibitors of mouse Kir2.1 inward-rectifier potassium channel | Inward rectifier potassium channel 2 (Mus musculus), P35561 | HEK293-Kir2.1, FluxOR thallium flux fluorescence; hits give low values | B-score at 10 µM | actives 0.85% (n = 310,000);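 active = fluorescence ratio B-score at or below minus 3 SD of library scores, with starting-brightness B-score within 2 SD, cut at about -4.2 in these data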;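 also: channel flux triggered by added potassium and thallium sulfate stimulus; B-score of peak minus minimum fluorescence over baseline after thallium stimulus; more negative B-score means stronger Kir2.1 block with less thallium influx; some compounds called inactive have numbers as strong as hits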
# Target sequence (P35561 whole entry, looked up): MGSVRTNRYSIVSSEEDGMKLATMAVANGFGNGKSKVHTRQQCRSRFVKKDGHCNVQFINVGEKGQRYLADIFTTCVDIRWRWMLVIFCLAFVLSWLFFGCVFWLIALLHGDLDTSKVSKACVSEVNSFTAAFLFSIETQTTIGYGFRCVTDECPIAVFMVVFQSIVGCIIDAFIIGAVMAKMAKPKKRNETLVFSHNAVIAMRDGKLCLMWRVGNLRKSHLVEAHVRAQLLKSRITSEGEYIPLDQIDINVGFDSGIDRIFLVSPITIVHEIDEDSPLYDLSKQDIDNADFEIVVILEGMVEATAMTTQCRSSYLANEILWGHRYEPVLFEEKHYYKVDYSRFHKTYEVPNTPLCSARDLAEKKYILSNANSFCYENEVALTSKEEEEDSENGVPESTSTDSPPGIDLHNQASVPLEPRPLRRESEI
# KCNQ2 inh: KCNQ2 potassium channel inhibitors, primary screen, cell-based, CHO-K1, FluxOR thallium flux, B-score (AID 2156). 20 min; hits give low values. B-score at 10 µM. actives 1.1% (n = 310,000);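 active = fluorescence ratio B-score at most minus 3 library SDs, with starting brightness B-score within 2 library SDs, cut at about -5.5 in these data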
# CHT inh: inhibitors of human choline transporter CHT; CHT-expressing cells, membrane potential dye, choline response; hits give low values; actives 0.86% (n = 310,000); B-score at 10 µM; AID 488975, 2010;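 active = B-score over 3 SD under the library average, and starting fluorescence ratio not unusually high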;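 also: choline stimulus applied at its EC90 after an EC20 pre-addition; B-score computed on integrated fluorescence ratio after choline addition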
# Target sequence (Q9GZV3 whole entry, looked up): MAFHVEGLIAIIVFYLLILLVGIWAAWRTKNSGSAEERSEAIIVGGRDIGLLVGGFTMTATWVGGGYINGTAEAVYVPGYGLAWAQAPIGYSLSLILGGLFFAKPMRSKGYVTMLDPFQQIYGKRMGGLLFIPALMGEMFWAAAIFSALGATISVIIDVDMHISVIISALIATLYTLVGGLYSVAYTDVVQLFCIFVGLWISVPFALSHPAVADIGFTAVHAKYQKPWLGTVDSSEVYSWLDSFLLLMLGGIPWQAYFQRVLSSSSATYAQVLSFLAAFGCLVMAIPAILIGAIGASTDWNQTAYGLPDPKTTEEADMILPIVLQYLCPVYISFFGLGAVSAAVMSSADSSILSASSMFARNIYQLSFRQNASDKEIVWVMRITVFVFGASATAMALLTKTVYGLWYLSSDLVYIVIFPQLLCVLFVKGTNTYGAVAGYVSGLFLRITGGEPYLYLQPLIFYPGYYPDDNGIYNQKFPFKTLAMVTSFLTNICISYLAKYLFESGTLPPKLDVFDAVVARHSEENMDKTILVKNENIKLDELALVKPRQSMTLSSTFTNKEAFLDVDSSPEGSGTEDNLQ
# An asterisk follows results filed as active; i = inactive; . = no result given.
no.	molecule	Kir21 inh	KCNQ2 inh	CHT inh
1	CCn1cc(C(=O)Nc2ccc(-n3cnnn3)c(OC)c2)c(=O)c2ccc(C)nc21	0.53	i	.
2	Cc1cc(NC(=O)CN2CCN(c3ncccn3)CC2)no1	-0.95	i	i
3	COc1ccc(N2CCN(CC(O)COc3ccc(F)cc3)CC2)cc1 (stereo not given)	0.09	i	i
4	Cc1ccc(C(=O)NC2CC(C)(C)NC(C)(C)C2)c(C)c1	-0.03	i	i
5	COc1ccc(NS(=O)(=O)c2cccc(C(=O)NCC(c3ccc(OC)cc3)N3CCOCC3)c2)cc1 (stereo not given)	-0.88	i	i
6	COc1cc(/C=N/Nc2ccc(C(=O)O)cc2)cc(OC)c1OC	0.34	i	i
7	O=C(CSc1ccc(-c2ccco2)nn1)NC1CCCCC1	-0.26	i	i
8	CCOc1ccc(OCC)c(-c2c(=O)n(OCc3ccccc3C(=O)OC)c3ccccc3[n+]2[O-])c1	-0.32	i	i
9	C1CCCC(N2CCNCC2)CC1	-0.58	i	i
10	CCOc1ccc(N(CC(=O)N2CCN(C(=O)CN(c3ccc(OCC)cc3)S(C)(=O)=O)CC2)S(C)(=O)=O)cc1	-1.1	i	i
11	COc1ccc(C(=O)N2CCC(n3c(C)nc4cc(F)ccc43)CC2)cc1OC	-1.32	i	i
12	O=C(Nc1ccc(F)cc1F)c1cccnc1	0.07	i	i
13	CCN(CC)c1nc(-c2ccccc2)ncc1S(=O)(=O)c1ccc(C)cc1	-1.35	i	i
14	Cc1cccc(C(CC(=O)N2CCCCC2)c2ccccc2)c1O (stereo not given)	-0.68	i	i
15	COc1ccc(CCNC(=O)CCCn2c(SCC#N)nc3ccccc3c2=O)cc1OC	0.05	i	i
16	c1ccc(-c2ncc3c(ccc4ccccc43)n2)cc1	-1.02	i	i
17	Nc1nc2c(ncn2CCC(CO)CO)c(=O)[nH]1	0.73	i	i
18	CCOc1ccccc1CNS(=O)(=O)c1cc(-c2cc(C)no2)ccc1OC	-2.77	i	i
19	C/C(=N/N1CCN(c2ccccn2)CC1)c1ccc([N+](=O)[O-])cc1	2.27	i	i
20	CCOC(=O)c1sc(=S)n(-c2ccccc2Cl)c1C	0.8	i	i
21	Cc1ccccc1C(=O)NC(=S)Nc1sc2c(c1C#N)CCCC2	-0.25	i	i
22	CCN(C(=O)CSc1nc2nc(C)cc(C)n2n1)C1CCS(=O)(=O)C1 (stereo not given)	-1.8	i	i
23	O=C(Cn1nnc2ccccc2c1=O)NCCc1ccc(F)cc1	0.96	i	i
24	CCOC(=O)CNC(=O)N(CCOC)CC1CCCN(C2Cc3ccccc3C2)C1 (stereo not given)	2.25	i	i
25	COc1ccc(OCC(O)CN(CCO)CC(O)Cn2ccc3ccccc32)cc1 (stereo not given)	-2.51	i	i

# Of the compounds above, these contain fluorine:
no.	molecule	Kir21 inh	KCNQ2 inh	CHT inh
3	COc1ccc(N2CCN(CC(O)COc3ccc(F)cc3)CC2)cc1 (stereo not given)	0.09	i	i
11	COc1ccc(C(=O)N2CCC(n3c(C)nc4cc(F)ccc43)CC2)cc1OC	-1.32	i	i
12	O=C(Nc1ccc(F)cc1F)c1cccnc1	0.07	i	i
23	O=C(Cn1nnc2ccccc2c1=O)NCCc1ccc(F)cc1	0.96	i	i

# Further records follow.
no.	molecule	Kir21 inh	KCNQ2 inh	CHT inh
26	CCOC(=O)c1nc(Nc2ccc(N3CCC(C)CC3)cc2)c2ccccc2n1	1.57	i	i
27	Cc1ccc(C(=O)N(NC2=NS(=O)(=O)c3ccccc32)S(=O)(=O)c2ccc(C)cc2)cc1	0.17	i	i
28	O=C(NCc1cccnc1)c1noc2c1CCCCC2	0.11	i	i
29	Cc1ccc(C(O)c2nc3ccccc3n2C(C)C)cc1 (stereo not given)	-2.04	i	i
30	OCCCn1c(CCNc2nc(-c3ccc(F)cc3)cs2)nc2cc(C(F)(F)F)ccc21	-2.29	i	i
31	Cc1cc(=O)c2c(C)nn(-c3ccccc3)c2[nH]1	0.69	i	i
32	Cc1nn(C)cc1NC(=O)c1ccc(Br)o1	-1.37	i	i
33	COCCNS(=O)(=O)c1ccc(-c2ccc(C)cc2)cc1	0.04	i	i
34	CC1CC(C)CN(S(=O)(=O)c2ccc(C(=O)Nc3nnc(C4CC4)o3)cc2)C1 (stereo not given)	0.22	i	i
35	Cc1cc(C)nc(NS(=O)(=O)c2ccc(NC(=O)c3ccc(O)cc3O)cc2)n1	1.49	i	i
36	CS(=O)(=O)N(CCc1ccccc1)CC(=O)N1CCN(Cc2ccc3c(c2)OCO3)CC1	-0.48	i	i
37	OCCNc1nc(Nc2ccccc2O)nc(N2CCCC2)n1	2.01	i	i
38	COCC1CCN(Cc2nc(Cc3ccccc3Cl)no2)CC1	-0.01	i	i
39	O=P(CCCCCCCCCP(=O)(c1ccccc1)c1ccccc1)(c1ccccc1)c1ccccc1	1.19	i	i
40	O=C(CSc1nnc(-c2ccccc2)n1CC1CCCO1)N1CCCC1 (stereo not given)	0.54	i	i
41	COc1ccc(NC(=O)Nc2ccc(C)cc2Br)c(OC)c1	-0.52	i	i
42	O=C(NC1CCN(C(=O)N2c3ccccc3Sc3ccccc32)CC1)c1ccco1	-1.74	i	i
43	CC(=O)c1ccc2cccc3c2c1N=CN3C	-2.38	i	i
44	CCOC(=O)c1sc(Nc2nc3c(OC)cccc3s2)nc1C	1.6	i	i
45	Cc1ccc(C(=O)N2c3ccccc3N(Cc3ccccc3)C(=O)C2(C)C)cc1	-0.7	-5.57*	i
46	Cc1ccc(C(=O)O)cc1Nc1ncnc2sc3c(c12)CCC3	0.94	i	i
47	Cc1ccc(S(=O)(=O)NCCCCCC(=O)NC(C)(C)CO)cc1	-1.12	i	i
48	CC(C)(C)NS(=O)(=O)c1ccc(CCC(=O)N2CCCC2)cc1	-0.75	i	i
49	CCN1CCN(S(=O)(=O)c2ccc(Cl)c(C(=O)Nc3cc(Cl)ccc3N3CCOCC3)c2)CC1	0.09	-6.72*	i
50	COc1ccc(CNC(=O)c2ccc(=O)oc2)cc1OC	1	i	i
51	O=C1CC(c2ccc(F)c(Br)c2)C2=C(CCCC2=O)N1 (stereo not given)	-3.82	i	i
52	NNC(=O)c1sccc1OCc1ccc(F)cc1	2.35	i	i
53	O=C(c1sc2cc(Cl)ccc2c1Cl)N1CCN(CCc2ccccn2)CC1	1.08	i	i
54	COc1cc2ncnc(NCc3ccccc3C)c2cc1OC	0.58	i	i
55	Cc1cccc(C)c1OCC(=O)N(Cc1ccco1)C1CCS(=O)(=O)C1 (stereo not given)	-0.55	i	i
56	CCC(=O)c1ccc(OC(=O)N2CCOCC2)cc1	0.01	i	i
57	COc1cc(NC(=O)COC(=O)c2ccccc2SCC(=O)N2CCCC2)cc(OC)c1	0.39	i	i
58	COc1ccc(CCNC(=O)COC(=O)c2ccccc2NCCO)cc1OC	-1.81	i	i
59	Nc1nc(Sc2ncccc2[N+](=O)[O-])n[nH]1	0.72	i	i
60	C=CCNc1scc(-c2ccccc2)[n+]1CC=C	-1.6	i	i
61	Clc1cccc(-c2ccc(/C=N/n3cnnc3)o2)c1Cl	1.18	i	i
62	O=C(NCCc1ccccc1)C1CCCN(c2cnccn2)C1 (stereo not given)	-0.91	i	i
63	Cc1ccnc(NC(=O)CCC(=O)N(CC(=O)NCc2ccccc2)Cc2ccc(F)cc2)c1	-1.62	i	i
64	Cc1cc(NC(=O)CSc2nnc(-c3ccc(Br)o3)n2Cc2ccccc2)no1	-0.41	i	i
65	Fc1ccc(-c2csc3ncnc(N4CCN(c5ccccc5)CC4)c23)cc1	-0.8	i	i
66	COc1ccc(S(=O)(=O)N2CCC(C(=O)Nc3nnc(C)s3)CC2)cc1OC	-0.09	i	i
67	O=C(c1cc2c(s1)CCCC2)N1CCN(S(=O)(=O)c2ccccc2C(F)(F)F)CC1	-0.08	i	i
68	CC(=O)c1ccc(OCCCC(=O)NC2=NCCS2)cc1	-0.94	i	i
69	CCOC(=O)c1ccccc1Nc1cc(C)nc2nc(C)nn12	-0.02	i	i
70	C#CCOC(=O)C[N+](C)(C)CC=C	0.34	i	i
71	CCCn1c(SCC(=O)Nc2nc3c(s2)CCCC3)nc2c1c(=O)n(C)c(=O)n2C	1.3	i	i
72	Clc1ccccc1CONc1ncnc2nonc12	-1.31	i	i
73	O=C(Cc1cccs1)N1CCN=C1SCc1ccccc1F	0.46	i	i
74	Cc1ccccc1NC(=O)NC1CCCc2ccccc21 (stereo not given)	-2.06	i	i
75	O=c1c2sc(-c3ccccc3)cc2nc2n1CCC2	1.21	i	i

# Part of the list above, with two lines to a compound.
# Each structure is followed by: Kir21 inh | KCNQ2 inh | CHT inh
73: O=C(Cc1cccs1)N1CCN=C1SCc1ccccc1F
  0.46 | i | i
74: Cc1ccccc1NC(=O)NC1CCCc2ccccc21 (stereo not given)
  -2.06 | i | i

# New compounds follow
no.	molecule	Kir21 inh	KCNQ2 inh	CHT inh
76	Cc1nn(-c2ccc(F)cc2)c2sc(C(=O)N3CCCCCC3)cc12	0.31	i	i
77	N=c1sccn1CC(=O)Nc1cccc(S(N)(=O)=O)c1	0.03	i	i
78	COCOc1ccc(-c2cc(=O)c3c(O)cc(OCOC)cc3o2)cc1	-2.26	i	i
79	COc1cccc(N2[C@@H](CC(=O)O)c3cc(C(F)(F)F)ccc3S2(=O)=O)c1	1.55	i	i
80	O=C1NC(c2ccncc2)Nc2sc3c(c21)CCCC3 (stereo not given)	-1.51	i	i
81	CCc1ccc(OCC(=O)O/N=C(\N)c2cccnc2)cc1	0.72	i	i
82	Cc1cnc(C)c(N2CCN(Cc3cn(C)nc3-c3cccc(Cl)c3)CC2)n1	-0.92	i	i
83	CSCCCNC(=S)Nc1ccc(N2CCOCC2)cc1N1CCOCC1	0.19	i	i
84	CCN(CC)CCn1c(NC(=O)c2ccc(Cl)cc2)nc2ccccc21	0.76	i	i
85	Cc1ccc(/C=C/C(=O)N2CCCN(C(=O)/C=C/c3ccc(C)cc3)CC2)cc1	-0.58	i	i
86	O=C(Nc1ccccc1N1CCOCC1)c1cccc(Oc2ccccc2)c1	0.02	i	i
87	O=C(c1ccc(Cl)cc1)c1ccccc1C(=O)N1CCOCC1	1.59	i	i
88	COc1ccc(Nc2ncnc3c2c(C)c(C)n3CCCN(C)C)cc1	-1.62	i	i
89	Cc1ccc(C)c(C(=O)CN2C(=O)c3ccccc3S2(=O)=O)c1	-0.61	i	i
90	COc1ccccc1CNC(=O)C(NC(=O)C1CCCCC1)C(C)C (stereo not given)	-1.18	i	i
91	CCc1ccc(N2CC(C(=O)OC)CC2=O)cc1 (stereo not given)	1.45	i	i
92	O=C(OCCC1Oc2cccnc2NC1=O)c1ccc(Cl)cc1 (stereo not given)	0.86	i	i
93	COc1ccc(/C(O)=C2/C(=O)C(=O)N(c3ccccn3)C2c2ccc(F)cc2)cc1 (stereo not given)	-0.53	i	i
94	O=[N+]([O-])c1ccccc1Nc1cccnc1	-0.89	i	i
95	COC(=O)C1CCN(S(=O)(=O)Cc2ccccc2Cl)CC1	-0.37	i	i
96	O=C(c1ccccc1Cl)N(Cc1ccccc1F)N1C(=O)CCCC1=O	-0.63	i	i
97	Cc1ccc(-c2cc(C(=O)N3N=C(C(F)F)CC3(O)C(F)F)c3ccccc3n2)cc1C (stereo not given)	-0.81	i	i
98	O=C(c1csc2ccccc12)N1CCCCCC1	0.06	i	i
99	c1ccc2c(c1)Cn1nnnc1-2	1.8	i	i
100	Cc1ccc(-c2nc3ccc(Cl)cc3n2OC(C)C(=O)O)cc1 (stereo not given)	0.03	i	i
101	OCCCC1CCCN(Cc2cn[nH]c2-c2ccc(F)cc2F)C1 (stereo not given)	0	i	i
102	COc1ccc(C(=O)NC2CCCc3ccccc32)c(OC)c1OC (stereo not given)	-1.81	i	i
103	CN1CCC(CN)(N2CCN(c3ccccc3)CC2)CC1	-1.31	i	i
104	O=c1c2ccccc2c2ccccc2c(=O)n1Cc1cccnc1	0.05	i	i
105	N#Cc1ccccc1OCC(=O)C1CC1	0.27	i	i
106	Oc1ccc(/C=N/Nc2nccnc2Cl)cc1	0.02	i	i
107	CCSc1nc(O)c(CC)c(=O)n1C(C)CC (stereo not given)	-0.38	i	i
108	CC(=O)N1N=C(c2ccco2)CC1c1cc2cc(C)ccc2nc1Cl (stereo not given)	-0.28	i	i
109	NS(=O)(=O)c1ccc(NC(=S)N2CCN(C(=O)C3CCCO3)CC2)cc1 (stereo not given)	0.57	i	i
110	COc1ccccc1-c1c(NC(=O)C(C)C)n(C)c2ccccc2c1=O	0.09	i	i
111	CCc1n[nH]c(=S)n1N=C1CCC(C)CC1 (stereo not given)	-0.01	i	i
112	CCOC(=O)Cc1cc(=O)n2[nH]c(C)cc2n1	0.6	i	i
113	COCCN=C1NC(=O)C(CC(=O)Nc2cccc(Cl)c2C)S1 (stereo not given)	-0.41	i	i
114	CC(C)CNC(=O)[C@H](Cc1ccccc1)NC(=O)c1ccco1	0.47	i	i
115	CC(C)C(=O)N1CCC(CN=CC2=C(O)CC(C)(C)CC2=O)CC1	0.75	i	i
116	Cc1c(Cl)cccc1NC(=O)CNCc1ccccc1F	-0.01	i	i
117	CCc1ccc(-c2csc3ncn(Cc4ccc(C(=O)O)cc4)c(=O)c23)cc1	-0.42	i	i
118	CCOc1ccc(NC(=O)CC2C(=O)N(CC)C(=S)N2CCNC(C)=O)cc1 (stereo not given)	1.31	i	i
119	O=S(=O)(NC(=NCc1ccccc1)c1ccccc1)c1ccccc1	-2.51	i	i
120	COc1cc(NS(=O)(=O)c2ccc3c(c2)C(C)(C)C(=O)N3C)cc(OC)c1	-0.08	i	i
